# ERG Ets-DNA blk = inhibitors of human ERG Ets domain-DNA interaction. P11308. fluorescence polarization, His-ERG Ets domain / labelled DNA. actives 0.028% (n = 370,000). Potency, µM (titrated, usually from 76.9 µM), without a hit: at the top dose FP activity, negative = inhibition, hits mostly inhibitors. AID 624246; active = well fitted inhibition curve with a large enough effect in the polarisation, with a control signal flat; inconclusive = small, poorly fitted or top-dose-only effect, or effect the other way, or a change in a side signal; inactive = no such curve, though single readings can be large or run the other way; the % refers to the polarisation;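 also: polarization taken with two DNA probes labelled with fluorescein and Texas red; potency is read from the fitted curve at half-maximal effect; % of control where 0% means no effect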
#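 His-tagged ERG Ets domain (1 uM in the protein solution; 300mM KCl, 50mM Tris-HCl, 1mM EDTA, 1mM DTT, pH 7.5) received compound, then a probe mix of 5 nM fluorescein-DNA and 100nM Texas-615-DNA. Fluorescence polarization was read for both dyes.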
# Pin1 inh = blocks the human prolyl isomerase Pin1; Pin1 FP peptide displacement, HiFluor488, 10 min; actives 0.009% (n = 390,000); Potency, µM (top dose mostly 115 µM), inactives show top-dose activity, negative = inhibition, usual class: inhibitors; AID 504891; active = well fitted inhibition curve with a large enough effect in the polarisation, with a control signal flat, not every such curve was filed as active; inconclusive = small, poorly fitted or top-dose-only effect, or effect the other way, or a change in a side signal; inactive = no such curve, though single readings can be large or run the other way; the % refers to the polarisation; also: potency is read from the fitted curve at half-maximal effect; % is scaled to controls: 0 for no effect and ±100 for the full control effect
# Target sequence (Q13526 whole entry, looked up): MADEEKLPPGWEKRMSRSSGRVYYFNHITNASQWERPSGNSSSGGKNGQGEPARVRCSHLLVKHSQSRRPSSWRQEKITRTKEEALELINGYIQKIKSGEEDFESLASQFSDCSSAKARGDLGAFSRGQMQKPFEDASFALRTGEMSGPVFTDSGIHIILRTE
# PI4K2A inh = PI4K2A (human) kinase inhibition; Q9BTU6; purified PI4K2A, ADP-Glo luminescence, 1 h; stronger effect = lower value; activity change, negative = inhibition, % at 76.9 µM; actives 0.13% (n = 420,000); AID 1346378; in the data active = activity change below about -50%; inconclusive = mostly about -30% to -49%;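 also: -100% = wells without enzyme as full effect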
#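 In this quantitative HTS, ADP production by PI4K2A was quantified luminescently after 1 h at ambient temperature; 100 microM adenosine served as plate-quality control.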
# G9a block = inhibitors of human histone lysine methyltransferase G9a. AID 504332. Potency, µM (series often up to 102 µM), without a hit: at the top dose activity, negative = inhibition, most hits filed as inhibitors. G9a H3K9 monomethylation, AlphaScreen, 2 h. actives 8.8% (n = 350,000). Q96KQ7; also: potency is read from the fitted curve at half-maximal effect; % is scaled to controls: 0 for no effect and ±100 for the full control effect; nearly all actives have a fitted effect of over 75% in size
#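 Enzyme 20 nM + cpd, 15 min RT; add b-H3K9 pep 500 nM / SAM 20 uM; 2 h RT; anti-H3K9me1 Ab 0.5 ug/mL + SA donor / anti-rabbit acceptor beads 20 ug/mL each, 10 min; AlphaScreen read.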
# PGK inhibitor = T. brucei PGK inhibition; P07378; PGK/GAPDH coupled, Kinase-Glo luminescence, 60 min; Potency, µM (titrated, usually from 57.5 µM), without a hit: at the top dose activity change, negative = inhibition, usual class: inhibitors; actives 0.043% (n = 380,000); AID 602233; also: potency is read from the fitted curve at half-maximal effect; % is scaled to controls: 0 for no effect and ±100 for the full control effect; nearly all actives have a fitted effect of over 60% in size
#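 Luminescent ATP detection (Kinase-Glo Plus) follows a 60-minute room-temperature incubation, with wells lacking PGK as controls. Buffer: 100 mM TEA (pH 7.6), 5 mM MgCl2, 0.01% Tween-20. Coupling enzyme GAPDH (100 nM final) supplies unstable 1,3-BPG in-well.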
# HP1b chromo inh = inhibitors of HP1-beta chromodomain binding to methylated histone tails | P83916 | AlphaScreen HP1-beta / biotin-H3K9me3 peptide binding | Potency, µM (titrated, usually from 114 µM), for inactives: top-dose activity change, negative = inhibition, usual class: inhibitors | actives 0.56% (n = 390,000) | AID 540317; also: potency is read from the fitted curve at half-maximal effect; nearly all actives have a fitted effect of over 70% in size; inactives centre near 23
# Target sequence (P83916 whole entry, looked up): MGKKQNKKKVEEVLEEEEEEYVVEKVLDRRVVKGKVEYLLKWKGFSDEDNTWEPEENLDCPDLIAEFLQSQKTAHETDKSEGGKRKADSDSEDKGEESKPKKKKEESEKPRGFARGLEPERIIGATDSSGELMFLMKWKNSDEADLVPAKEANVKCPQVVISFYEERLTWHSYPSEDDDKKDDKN
#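 AlphaScreen: HP1-beta (50 nM) preformed 30 min with biotin-H3(1-18)K9me3 peptide (50 nM) in PBS pH 7.4, 0.01% Tween-20. Compound added for 30 min at RT, then streptavidin donor/nickel chelate acceptor beads (10 ug/mL) for 30 min.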
# BAZ2B block = inhibitors of human BAZ2B bromodomain. Q9UIF8. actives 4.4% (n = 360,000). AlphaScreen BAZ2B-H3K14Ac peptide displacement. Potency, µM (titrated, usually from 114 µM), without a hit: top-dose activity change, negative = inhibition, most hits filed as inhibitors; also: potency is read from the fitted curve at half-maximal effect; % is scaled to controls: 0 for no effect and ±100 for the full control effect; nearly all actives have a fitted effect of over 60% in size
#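 BAZ2B (50 nM) with biotin-H3(5-23)K14Ac peptide (50 nM) in PBS pH 7.4, 0.01% Tween-20, preformed 30 min, then compound 30 min at room temperature; top concentration 110uM. AlphaScreen streptavidin donor/nickel chelate acceptor beads (10 ug/mL final), 20 min dark, signal read.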
# JMJD2A Tudor inh = inhibitors of human JMJD2A Tudor domain | O75164 | AlphaScreen JMJD2A-Tudor / H3K4me3 peptide binding | Potency, µM (doses to about 114 µM), inactives show top-dose activity change, negative = inhibition, usual class: inhibitors | actives 4.4% (n = 390,000); also: potency is read from the fitted curve at half-maximal effect; % is scaled to controls: 0 for no effect and ±100 for the full control effect; nearly all actives have a fitted effect of over 50% in size
# GLS inhibitor = inhibitors of human glutaminase (GLS); actives 0.21% (n = 410,000); Potency, µM (top dose mostly 45.5 µM), for the others: at the highest dose activity change, negative = inhibition, usual class: inhibitors; GLS enzymatic activity, qHTS titration; also: potency is read from the fitted curve at half-maximal effect; % is scaled to controls: 0 for no effect and ±100 for the full control effect
# Target sequence (O94925 whole entry, looked up): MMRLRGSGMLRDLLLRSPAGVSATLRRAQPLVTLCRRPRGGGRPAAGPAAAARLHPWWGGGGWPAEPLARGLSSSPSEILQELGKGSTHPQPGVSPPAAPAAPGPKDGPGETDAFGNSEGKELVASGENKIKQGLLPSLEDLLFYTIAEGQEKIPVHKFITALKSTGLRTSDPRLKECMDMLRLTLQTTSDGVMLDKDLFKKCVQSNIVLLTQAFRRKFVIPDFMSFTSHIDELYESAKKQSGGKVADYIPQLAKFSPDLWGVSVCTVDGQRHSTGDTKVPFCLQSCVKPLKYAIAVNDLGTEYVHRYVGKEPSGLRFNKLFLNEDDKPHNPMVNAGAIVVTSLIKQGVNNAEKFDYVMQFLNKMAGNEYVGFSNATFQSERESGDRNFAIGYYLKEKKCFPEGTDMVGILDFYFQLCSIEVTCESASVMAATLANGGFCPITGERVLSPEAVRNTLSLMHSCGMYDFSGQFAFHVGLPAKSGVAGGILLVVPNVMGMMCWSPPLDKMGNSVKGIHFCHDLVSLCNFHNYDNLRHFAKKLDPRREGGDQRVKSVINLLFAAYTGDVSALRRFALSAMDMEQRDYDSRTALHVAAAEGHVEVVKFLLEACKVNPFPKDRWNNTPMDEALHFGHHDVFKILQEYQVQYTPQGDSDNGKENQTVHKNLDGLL
#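 Read-out is an Amplex red fluorescence increase coupled through glutamate oxidase and HRP, measured before and after 30 min room-temperature incubation. hKGA is in 45 mM KH2PO4 (pH 8.2) with 0.02% Tween-20; glutamine added as 1mM solution.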
# An asterisk follows results filed as active; i = inactive; ? = inconclusive; · = not tested or not shown; [ ] = remark or other dose. Unless noted, calls follow the shape of the dose curve; as a rule, active = well fitted curve in the direction sought with a large enough effect; inconclusive = small, poorly fitted or top-dose-only effect, or another doubt; inactive = no such curve, though single readings can be large; an effect the other way counts as inactive or inconclusive.
structure	GLS inhibitor	ERG Ets-DNA blk	BAZ2B block	HP1b chromo inh	PI4K2A inh	PGK inhibitor	G9a block	JMJD2A Tudor inh	Pin1 inh
N/C(=N\OC(=O)c1cccc(C(F)(F)F)c1)c1cnccn1	-2%	-2%	1%	23%	-1	-3%	8%	3%	1%
Cc1ccc(S(=O)(=O)N2CCN(C(=O)c3ccc(COc4ccccc4)o3)CC2)cc1	8%	-2%	3%	33%	-1	1%	-5%[59 µM]	-25%	14%
CNC(=O)c1ccsc1NC(=O)c1ccc(S(=O)(=O)N2CCCc3ccccc32)cc1	4%	15%	-24%	26%	2	-3%	-6%	-28%	67%[activator]
O=C(N=Nc1c(O)[nH]c2ccccc12)c1cccc(S(=O)(=O)N2CCCCC2)c1	-1%	0%	1%	8%	4	-4%	4%[59 µM]	-12%	-2%
Cc1ccc(/C=N/NC(=O)C2(O)c3ccccc3-c3ccccc32)o1	1%	-3%	-31%	30%	-1	11%	56µM*	-8%	1%
COc1ccc(OC)c(NC(=O)CCc2c(C)nn(-c3ccc(N4CCCC4)nn3)c2C)c1	3%	-4%	?	90%	-9	i	3%[59 µM]	?	1%
CC(=O)NCCc1nc2ccccc2n1CCOc1ccc(C)cc1	-1%	-12%	-1%	46%[activator]	-3	0%	2%	-10%[11.4 µM]	3%
CCOc1ccc(/C=N/OCC(=O)NCc2cccs2)cc1	-2%	-5%	3%	41%[activator]	1	-3%	23%[59 µM]	-2%	7%
COc1ccc(C2CC(=O)c3cc(-c4nc(-c5cccc([N+](=O)[O-])c5)cs4)c(=O)n(-c4cc(C)cc(C)c4)c3C2)cc1 (stereo unspecified)	2%	3%	-10%	18%	1	-1%	-37%[59 µM]	-10%	2%
COc1ccc(S(=O)(=O)Cc2ccc(C(=O)NC3CC3)o2)cc1	3%	7%	6%	30%	4	-8%	12%	-16%	?
Cc1ccc(C(=O)N2CCCC(C(=O)c3ccc(Cl)cc3C)C2)cn1 (stereo unspecified)	-4%	1%	-22%	48%[activator]	-4	-8%	-3%	-1%	-5%
Cc1nn(C)c(C)c1NC(=O)c1cc2nc(-c3ccco3)cc(C(F)(F)F)n2n1	-1%	-4%	16%	30%	0	10%	·	-3%	4%
c1ccc(Cc2c[nH]c3ccccc23)cc1	-8%	1%	-33%	20%	-3	1%	·	-20%	-1%
CC(=O)NC(CC(=O)Nc1cccc(S(=O)(=O)N2CCCC2)c1)c1ccccc1 (stereo unspecified)	8%	-4%	-20%	11%	3	-9%	1%	-24%	1%
Cc1nn(Cc2ccccc2Cl)c(C)c1NC(=O)Cn1nc([N+](=O)[O-])c(Cl)c1C	-6%	-2%	9%	42%[activator]	1	-6%	15%[12.7 µM]	21%	-8%
CC1=C(C(=O)Nc2ccccc2Cl)C(c2ccc(N(C)C)cc2)NC(=O)N1 (stereo unspecified)	40%[activator]	6%	?	-36%	-11	-3%	?	?	70%[activator]
CCOC(=O)c1cnc2c(OC)cccc2c1NCc1cccnc1	-1%	4%	-2%	42%[activator]	-4	i	2%	-16%	0%
S=C(Nc1cccnc1)Nc1cccc2cnccc12	12%	0%	·	-7%	-16	-2%	35µM*	-12%	1%
Cc1ccccc1NC(=O)/C(C#N)=C\c1cn(CC(=O)O)c2ccccc12	4%	-6%	-26%	31%	7	2%	0%	-10%	-1%
Cc1ccc(CN2C(=O)C3CCCN3c3ncccc32)cc1 (stereo unspecified)	0%	6%	?	34%[activator]	0	·	-20%	-25%	0%

# A few values from above:
# Entry of Cc1ccc(CN2C(=O)C3CCCN3c3ncccc32)cc1 (stereo unspecified) in GLS inhibitor: 0%
# Entry of N/C(=N\OC(=O)c1cccc(C(F)(F)F)c1)c1cnccn1 in GLS inhibitor: -2%

# Complete entries from above.
# Entry for `CC(=O)NCCc1nc2ccccc2n1CCOc1ccc(C)cc1` : GLS inhibitor = -1%; ERG Ets-DNA blk = -12%; BAZ2B block = -1%; HP1b chromo inh = 46%[activator]; PI4K2A inh = -3; PGK inhibitor = 0%; G9a block = 2%; JMJD2A Tudor inh = -10%[11.4 µM]; Pin1 inh = 3%
# Entry for `CCOc1ccc(/C=N/OCC(=O)NCc2cccs2)cc1` : GLS inhibitor = -2%; ERG Ets-DNA blk = -5%; BAZ2B block = 3%; HP1b chromo inh = 41%[activator]; PI4K2A inh = 1; PGK inhibitor = -3%; G9a block = 23%[59 µM]; JMJD2A Tudor inh = -2%; Pin1 inh = 7%
# Entry for `c1ccc(Cc2c[nH]c3ccccc23)cc1` : GLS inhibitor = -8%; ERG Ets-DNA blk = 1%; BAZ2B block = -33%; HP1b chromo inh = 20%; PI4K2A inh = -3; PGK inhibitor = 1%; G9a block = ·; JMJD2A Tudor inh = -20%; Pin1 inh = -1%

# New compounds follow.
structure	GLS inhibitor	ERG Ets-DNA blk	BAZ2B block	HP1b chromo inh	PI4K2A inh	PGK inhibitor	G9a block	JMJD2A Tudor inh	Pin1 inh
COc1ccc(C(=O)Nc2nc(-c3ccc([N+](=O)[O-])cc3)c(-c3ccccc3)s2)cc1	16%	1%	·	?	-5	1%	·	-31%	?
CC(C)(C)NC(=O)CSc1n[nH]c(=O)n1-c1ccccc1	4%	-1%	-1%	26%	5	-2%	-8%[59 µM]	-7%	-4%
CCCCOc1ccc(CSc2nnc(C)n2N)cc1[N+](=O)[O-]	-5%	0%	-6%	27%	-3	-1%	·	-11%	1%
COC(=O)c1cn(NC(=O)c2ccc3c(c2)OCO3)c(=O)c2ccccc12	2%	10%	9%	65%[activator]	-2	-8%	-2%[59 µM]	-13%	6%
NC(=O)C1CCN(C2=C(NS(=O)(=O)c3ccccc3)C(=O)c3ccccc3C2=O)CC1	37%[activator]	-10%	40µM*	?	-1	-9%	·	?	0%
O=C(Nc1ccc2c(c1)OCO2)Nc1ccccc1F	6%	5%	-11%	20%	?	?	17%	7%	0%
O=C(O)C1C(=O)NCC1c1ccccc1 (stereo unspecified)	8%	2%	-15%	39%	3	i	15%	-11%	-2%
Cc1ccc(C(=O)COC(=O)c2cccc(O)c2)s1	12%	1%	15%	19%	-7	1%	-13%	-1%	3%
Cc1cc(C)cc(N(CCC#N)C(=O)COC(=O)CN2C(=O)NC(C)(C)C2=O)c1	3%	-2%	5%	30%	-1	8%	?	3%	9%
Cc1[nH]nc(C(F)(F)F)c1N=NN1CCOCC1	7%	·	·	20%	0	-5%	·	-16%	2%
Cc1ccc(CNc2nc(C)nc3sc4c(c23)CCC4)cc1	-2%	2%	7%	36%	2	2%	·	-8%	19%
CC(C)(C)N(C(=O)Cn1nnc(-c2ccc(F)cc2)n1)C(C(=O)NC1CCCC1)c1ccncc1 (stereo unspecified)	8%	1%	4%	19%	6	1%	7.1µM*	-28%	?
Cc1ccc(OCc2nnc(SCC(=O)N3C(C)CCCC3C)o2)cc1 (stereo unspecified)	5%	-5%	5%	51%[activator]	-19	i	20%	4%	4%
CCOc1cccc2cc(C(C)=O)oc12	-6%	5%	-2%	39%[activator]	-2	-2%	3%	0%	-2%
Cn1c(/C=C/c2ccccc2[N+](=O)[O-])nc2ccccc2c1=O	-1%	7%	-6%	11%	-6	0%	-5%	-4%	?
CC(C)c1cc(C(=O)OCC(=O)N2CCN(C(=O)c3ccco3)CC2)c(O)c(C(C)C)c1	-3%	27%	-30%	27%	1	-9%	?	-10%	-4%
NC(=O)COc1ccc2oc(-c3ccccc3)cc(=O)c2c1	-5%	-7%	·	7%	1	-3%	50µM*	-3%	-2%
CC(C)Oc1ccccc1OCCCOc1cccc2cccnc12	-10%	-7%	·	39%[activator]	2	-4%	11%	0%	0%
Clc1ccc(OCCCNCc2ccccc2)c2ccccc12	-3%	1%	50µM*	?	1	i	·	28µM*	0%
CCOc1ccc(N/C=C/C(=O)c2ccc(OC)cc2)cc1	0%	-1%	7%	18%	-1	i	·	-17%	2%
CSc1ncccc1C(=O)N1CCN(S(=O)(=O)c2cc(C)ccc2C)CC1	-17%	-7%	-15%	34%[activator]	1	-5%	-9%	-5%	-2%
CC(=O)Oc1ccc(OC(C)=O)c2c1CC(C)=C(C)C2	5%	-3%	-4%	12%	-1	-17%	24%[12.7 µM]	5%	-2%
COc1ccc(C(CNC(=O)CNC(=O)c2ccccc2)N2CCCC2)cc1 (stereo unspecified)	6%	-9%	5%	20%	-4	1%	1%[12.7 µM]	-9%	0%
Cc1ccc(C(=O)OC(C)CN2C(C)CCCC2C)cc1 (stereo unspecified)	3%	5%	-22%	36%	1	-8%	-16%	-19%	-4%
COc1ccccc1N1CCN(C(=O)CCNS(=O)(=O)c2cc(Br)cnc2N)CC1	17%	-2%	-26%	42%[activator]	-1	4%	10%	-12%	5%
S=c1nc(-c2cc(Cl)ccc2Cl)[nH][nH]1	-11%	-7%	-23%	?	-4	3%	1.6µM*	5µM*	-2%
c1ccc2c(NC3CCCC3)nnc(NC3CCCC3)c2c1	10%	-10%	0%	28%	2	4%	-2%[12.7 µM]	-9%	10%

# From PubChem BioAssay
